# GPT2 inhibitor – blocks human glutamate pyruvate transaminase 2 | Q8TD30 | Recombinant GPT2, coupled pyruvate oxidase/HRP Amplex Red fluorescence | Potency, µM (doses to about 57.7 µM), without a hit: top-dose activity change, negative = inhibition, most hits filed as inhibitors | 0.25% of 100,000 active | AID 1671188; also: potency is read from the fitted curve at half-maximal effect; nearly all actives have a fitted effect of over 60% in size; many of its hits are not listed in these tables
# Target sequence (Q8TD30 whole entry, looked up): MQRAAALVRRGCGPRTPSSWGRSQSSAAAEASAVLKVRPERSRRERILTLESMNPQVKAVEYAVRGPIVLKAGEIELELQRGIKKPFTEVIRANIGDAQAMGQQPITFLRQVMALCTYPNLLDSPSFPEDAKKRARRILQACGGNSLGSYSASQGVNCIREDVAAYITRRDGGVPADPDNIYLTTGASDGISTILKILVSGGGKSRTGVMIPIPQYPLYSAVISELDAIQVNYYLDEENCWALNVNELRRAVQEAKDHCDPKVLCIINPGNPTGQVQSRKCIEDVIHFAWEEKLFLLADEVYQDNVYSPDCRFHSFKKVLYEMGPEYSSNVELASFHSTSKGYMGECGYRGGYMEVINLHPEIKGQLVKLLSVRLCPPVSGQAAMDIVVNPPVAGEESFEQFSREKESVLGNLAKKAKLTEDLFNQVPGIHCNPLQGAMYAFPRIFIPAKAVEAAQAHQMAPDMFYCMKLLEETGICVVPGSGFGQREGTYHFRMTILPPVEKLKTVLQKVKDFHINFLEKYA
#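 Recombinant GPT2 (10ng/uL) with 250uM a-KG and 2mM L-alanine, 30 min at room temperature, in HEPES pH 7.5 buffer. Pyruvate detected by pyruvate oxidase/HRP/Amplex Red fluorescence after 30 min in the dark; AOA (50uM) as positive control.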
# FLuc inh – inhibitors of firefly (Photinus pyralis) luciferase. P08659. purified P. pyralis luciferase, luminescence, biochemical. Potency, µM (titrated, usually from 115 µM), for inactives: at the top dose activity change, negative = inhibition, usual class: inhibitors. 2.5% of 76,000 active. AID 1347043; also: potency is read from the fitted curve at half-maximal effect; nearly all actives have a fitted effect of over 65% in size
# Target sequence (P08659 whole entry, looked up): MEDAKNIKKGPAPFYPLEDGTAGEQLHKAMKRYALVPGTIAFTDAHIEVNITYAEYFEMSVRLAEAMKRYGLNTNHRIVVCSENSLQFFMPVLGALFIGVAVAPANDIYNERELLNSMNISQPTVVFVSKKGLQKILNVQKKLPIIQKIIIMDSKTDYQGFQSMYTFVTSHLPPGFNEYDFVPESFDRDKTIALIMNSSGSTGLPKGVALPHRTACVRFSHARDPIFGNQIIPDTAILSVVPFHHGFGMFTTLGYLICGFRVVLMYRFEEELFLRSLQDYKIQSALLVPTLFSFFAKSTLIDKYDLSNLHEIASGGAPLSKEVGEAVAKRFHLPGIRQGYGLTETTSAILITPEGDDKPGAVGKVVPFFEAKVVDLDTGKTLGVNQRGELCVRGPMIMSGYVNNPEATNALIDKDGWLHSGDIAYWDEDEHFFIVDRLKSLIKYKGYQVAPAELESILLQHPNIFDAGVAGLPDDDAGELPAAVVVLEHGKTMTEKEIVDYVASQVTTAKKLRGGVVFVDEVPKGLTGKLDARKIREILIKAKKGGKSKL
#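 Purified 10nM P. pyralis luciferase with 10uM D-luciferin and 10uM ATP in 50mM Tris acetate pH 7.5, 10mM Mg acetate, 0.01% Tween-20, 0.05% BSA. qHTS titration; luminescence read by CCD imager.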
# HEK cytotox – cytotoxic compounds in HEK 293 cells. HEK 293 viability, ATP luminescence (CellTiter-Glo), 48-72 h. Potency, µM (highest dose often 115 µM), for the others: at the highest dose activity change, negative = cytotoxicity, actives largely listed as inhibitors. 6.6% of 94,000 active. AID 1345083; also: potency is read from the fitted curve at half-maximal effect; nearly all actives have a fitted effect of over 60% in size
#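 CellTiter-Glo luminescence (cellular ATP) was read after 48 or 72 hr of compound exposure at 37 degree Celsius. Cells were HEK 293 plated at 250 cells/well.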
# SNCA viab count – reduces viability of HEK-293 SNCA reporter cells. HEK-293-SNCA-luc viability, GF-AFC fluorescence, 24 h. Potency, µM (highest dose often 57.1 µM), without a hit: at the highest dose activity change, negative = cytotoxicity, usual class: cytotoxic. 0.12% of 150,000 active;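 also: potency is read from the fitted curve at half-maximal effect; 0% = DMSO-treated cells and -100% = medium-only wells without cells; nearly all actives have a fitted effect of over 30% in size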
#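 HEK-293-SNCA-luc cells (1500/well) plated 24 h, then exposed 24 h to a dilution series; GF-AFC added 30 min at 37C, fluorescence 405/540 nm; normalised to medium-only and DMSO wells, Hill fit.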
# SNCA expr inh – reduces expression of the alpha-synuclein gene. Potency, µM (highest dose often 57.2 µM), for inactives: top-dose activity change, negative = inhibition, most hits filed as inhibitors. HEK-293 SNCA-luciferase knock-in, luminescence, 24 h. 0.17% of 140,000 active;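 also: potency is read from the fitted curve at half-maximal effect; plate controls were DMSO cells for no effect and cell-free wells for full effect; nearly all actives have a fitted effect of over 45% in size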
# IP6K1 inh – IP6K1 kinase inhibition. Q92551. IP6K1 kinase, ADP-Glo luminescence, 2 h; stronger effect = lower value. activity change, % (series mostly up to about 58 µM). 0.81% of 140,000 active. AID 1645851; in the data active = activity change below about -25%
#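 ADP-Glo luminescence measures ADP made by human IP6K1 during a 2 h RT reaction with ATP/IP6 (mix at 1.3 mM/130 uM); top library doses 57.5 and 19.1 uM final.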
# 3T3 cytotox – cytotoxic compounds in NIH 3T3 cells. NIH 3T3 viability, CellTiter-Glo ATP luminescence, 48-72 h. Potency, µM (highest dose often 96.7 µM), without a hit: top-dose activity change, negative = cytotoxicity, usual class: inhibitors. 4.3% of 94,000 active. AID 1345082; also: potency is read from the fitted curve at half-maximal effect; nearly all actives have a fitted effect of over 55% in size
#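 Viability of NIH 3T3 cells after 48 or 72 hr compound treatment at 37 °C was assessed by CellTiter-Glo, with luminescence imaged following a 10 min room-temperature step.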
# * marks the source's active call; other numbers are inactive results; i = inactive; ? = inconclusive; · = no result given; [ ] = dose if it differs, or a comment. Unless noted, calls follow the shape of the dose curve; as a rule, active = well fitted curve in the direction sought with a large enough effect; inconclusive = small, poorly fitted or top-dose-only effect, or another doubt; inactive = no such curve, though single readings can be large; an effect the other way counts as inactive or inconclusive. Unless noted, % is scaled to controls: 0 for no effect and ±100 for the full control effect.
SMILES,GPT2 inhibitor,FLuc inh,HEK cytotox,SNCA viab count,SNCA expr inh,IP6K1 inh,3T3 cytotox
CCc1nc2c(c(-c3ccc(O)cc3)n1)CN(Cc1ccc(NC(C)=O)cc1)CC2,?,·,-20%,11%,-4%,11,-20%
COc1cccc(-c2ccc(C(=O)N3CCC(C(=O)N4CCCCC4)CC3)cc2)c1,-3%,·,?,1%[12.5 µM],-3%,-7,?
O=C(NC1CCCN(CCn2nc3n(c2=O)CCCC3)C1)c1cccnc1 (stereo unspecified),·,·,-10%,·,·,9,-17%
COC1CCC12CCN(C(=O)c1cnccc1C)CC2 (stereo unspecified),i,6%,2%,-14%,26%,5,-4%
Cc1cc(C)c(NC(=O)CSc2nc3nccnc3c(=O)n2CCc2c[nH]c3ccccc23)c(C)c1,·,·,·,-8%,0%,-3,·
O=C(NCc1ccc2c(c1)CCN2C(=O)c1ccncc1)c1ccccc1F,·,·,·,6%,10%,-30*,·
Cc1cccc(NC(=O)N2CCC3(CC2)Oc2ccccc2C(=O)N3Cc2ccccc2F)c1C,·,·,·,-2%,1%,12,·
CCN1c2cc(C(=O)Nc3ccccc3C)ccc2C(=O)N2CCCCCC21 (stereo unspecified),i,-17%,?,21%[12.5 µM],6%,0,-23%
O=C(Nc1ccc(Br)c2cccnc12)c1cccc2ccccc12,·,·,·,-8%,-10%,2,·
COc1cc(OC)c(NC(=O)CCc2nc(C3=CCN(Cc4cccc(Cl)c4)CC3)no2)cc1Cl,·,·,·,4%,7%,9,·
CN(C)c1ccc(CN2CCn3c(nnc3-c3ccccc3)C2)cc1,i,·,-1%,-2%,-16%,11,-6%
COC(=O)c1ccccc1NC(=O)Cn1c(=O)n(Cc2ccc(C(=O)NCc3ccc4c(c3)OCO4)cc2)c(=O)c2ccccc21,·,·,·,14%,?,20,·
O=C(Nc1ccc(Cl)cc1F)c1cc(S(=O)(=O)NC2CCCCCC2)ccc1F,·,·,·,7%,50%[activator],37,·
O=C(C1CCCCN1Cc1ccc(-c2cccs2)cc1)N1CCN(Cc2ccccc2)CC1 (stereo unspecified),-2%,·,?,10%[12.5 µM],?,3,32µM*
CCN(Cc1nccn1C)C(=O)c1ccc(N2CCC(N(C)C)C2)nc1 (stereo unspecified),-4%,4%,10%,4%,-2%,-1,2%
CNC(=O)c1cc(C)nc2onc(C3CCCN(C(=O)CN(C)C)C3)c12 (stereo unspecified),·,·,-7%,·,·,-8,-4%
Cn1cccc1C(=O)N[C@@H](Cc1ccccc1)C(=O)N1CCCOCCNC(=O)CC1,i,0%,i,9%,10%,-10,-10%
O=C(NC1CCN(c2cnn(Cc3ccccc3)c(=O)c2)CC1)C1CCCCC1,-8%,-6%,?,1%,1%,10,-16%
COc1ccc(CC(=O)N[C@H]2[C@H](O)[C@H](O)C[C@@H]2c2ccccc2)cc1,-10%[88.5 µM],-6%[172 µM],i,-7%[87.6 µM],?,6,i
CCCN1C(=O)CCc2cc(NC(=O)c3cccc(N(C)C)c3)ccc21,i,?,?,3%,14%,-4,-26%
O=C(CSc1nnc(-c2cccs2)o1)Oc1ccccc1Cl,·,·,·,2%,-15%,2,·
Cc1ccc(Cn2ccn(Cc3ccccc3F)c(=O)c2=O)cc1,·,·,·,1%,21%,-1,·
Cc1cc(C)n(CC(=O)N2CC(F)(F)C[C@H]2c2nc(C)no2)n1,-7%,-6%,3%,9%,-2%,5,i
CCOc1ccc(-c2cc(-c3nc(-c4ccc(C)cc4)no3)[nH]n2)cc1,·,·,·,11%,11%,14,·
COc1ccc(N2CC(C(=O)NCCCc3ccccc3)NC2=O)cc1 (stereo unspecified),i,-8%,-1%,-6%,-28%,12,-19%

# The last two compounds of the part above lead into the next.
SMILES,GPT2 inhibitor,FLuc inh,HEK cytotox,SNCA viab count,SNCA expr inh,IP6K1 inh,3T3 cytotox
CCOc1ccc(-c2cc(-c3nc(-c4ccc(C)cc4)no3)[nH]n2)cc1,·,·,·,11%,11%,14,·
COc1ccc(N2CC(C(=O)NCCCc3ccccc3)NC2=O)cc1 (stereo unspecified),i,-8%,-1%,-6%,-28%,12,-19%
CC(C)CNc1ccc2c(n1)C(C)(C(=O)NC1CCOCC1)CN(Cc1ccccc1)C2 (stereo unspecified),i,-2%[172 µM],79µM*,-8%[87.6 µM],-4%[87.6 µM],-1,?
CN1C[C@@H](NC(=O)c2cncnc2)C[C@H]1c1nc(-c2cnccn2)no1,i,-4%[172 µM],-11%[172 µM],0%[87.6 µM],-3%[87.6 µM],-5,-12%[174 µM]
Cc1noc(C)c1Cc1c(C(=O)NC2CCc3n[nH]c(=O)n3CC2)noc1C (stereo unspecified),i,10%,?,0%,15%,1,-3%
COCC(=O)NC1CCCN(c2ccc3nnc(C4CC4)n3n2)C1 (stereo unspecified),·,·,2%[172 µM],·,·,4,-19%[138 µM]
Cc1cc(C)c(OCC(=O)c2ccc3c(c2)N(CCCC(=O)N2CCOCC2)C(=O)CO3)c(C)c1,i,-3%,-23%,?,-7%,29,-15%
COCCn1c(C(=O)OC)c(NC(=O)CC(C)C)c2cc(NC(C)CCn3cccn3)cnc21 (stereo unspecified),i,9%,13%,3%,-8%,20,i
Cc1ccccc1C(=O)Nc1cc(-c2ccc(Cl)cc2)nn1-c1ccccc1,·,·,·,3%,38%,14,·
COc1ccc(CNC(=O)c2cc(-c3cccc(C(F)(F)F)c3)c3nncn3n2)cc1OC,2%,·,?,-7%,-8%,-15,?
CCCn1cc(CN2CCc3nc(N4CCN(C)CC4)[nH]c(=O)c3CC2)c2ccccc21,-1%,9%,-5%,-19%,-21%,12,-17%
CCCn1c(=O)sc2cc(NC(=O)COc3ccc(Cl)cc3)ccc21,·,·,·,7%,?,15,·
COc1ccc(Cn2c(SCc3ccc(C(=O)NC(C)c4ccccc4)cc3)nc3cccnc32)cc1 (stereo unspecified),·,·,·,-5%,-3%,20,·
CN1C[C@@H](NC(=O)c2ccccn2)C[C@H]1c1nc(-c2ccc(Cl)cc2)no1,?,71µM*,89µM*,?,40%[activator][87.6 µM],2,?
COc1cc(NC(=O)Cn2ccn3nc4c(c3c2=O)CCCCC4)cc(OC)c1,1%,1%,-4%,-5%,-9%,18,i
COc1ccc(CCNC(=O)c2cc3c(N4CCCC4)nc(C)cn3n2)cc1OC,1%,7%,?,-4%,18%,5,?
O=C(Cc1ccccc1F)Nc1cnc(-c2cccnc2)nc1,i,?,-20%,11%,108%[activator],1,-14%
O=C(O)c1c(Cl)c(Cl)c(Cl)c(Cl)c1-c1c2cc(I)c(=O)c(I)c-2oc2c(I)c(O)c(I)cc12,i,·,·,?,?,·,·
Cc1ccc(Nc2nnc(-c3ccc(C)c(S(=O)(=O)N4CCN(C)CC4)c3)c3ccccc23)cc1,·,·,·,-3%,3%,-19,·
OCC1CN(Cc2ccc(C(F)(F)F)cc2)CC12CCNCC2 (stereo unspecified),1%,-2%,?,2%[12.5 µM],?,9,-31%
CC(C)OCCCNC(=O)c1ccc(N2CC3CC(C2)[C@H]2CCCC(=O)N2C3)nc1 (stereo partly specified),-15%,13%,11%,8%,26%,5,-3%
Cc1ccc(C(=O)N2CCC3(CC2)N=C(c2cccc(Br)c2)NO3)s1,i,-13%,?,-3%,-14%,12,?
Nc1ncnc2c([C@@H]3N[C@H](CO)[C@@H](O)[C@H]3O)c[nH]c12,-8%,·,·,-6%,·,14,·
O=C(CC1COCCN1)N1CCC(OCc2cccnc2)CC1 (stereo unspecified),-3%,4%,?,10%,-9%,5,-4%
CCOC(=O)c1ccc(NC(=O)c2oc(=O)c3ccccc3c2-c2ccccc2)cc1,·,·,·,-8%,12%,8,·
Cc1ccc(CNC(=O)Cn2c(=O)cc(C(F)(F)F)c3c(C)nn(C)c32)cc1,·,·,·,7%,1%,3,·
Cc1ccc(C)c(CN2C(=O)c3ccccc3S(=O)(=O)c3ccc(C(=O)OCC4CCCO4)cc32)c1 (stereo unspecified),·,·,·,-8%,?,22,·

# Next structures follow.
SMILES,GPT2 inhibitor,FLuc inh,HEK cytotox,SNCA viab count,SNCA expr inh,IP6K1 inh,3T3 cytotox
Cc1cccc(C(=O)NCN2CCN(c3ccccc3C#N)CC2)c1,i,·,·,-12%,4%,·,·
Cc1ccc(N2CC(NC(=O)c3cc4ccccc4o3)CC2=O)cc1 (stereo unspecified),·,·,·,5%,-16%,3,·
COc1ccc(Cl)cc1NC(=O)Cn1c(=O)n(Cc2ccco2)c(=O)c2ccc(C(=O)NC3CCCC3)cc21,·,·,·,-11%,-15%,3,·
Cc1ccc2c(=O)cc(C(=O)Nc3nnc(C)s3)oc2c1,·,·,·,3%,3%,-19,·
CC(=O)c1cccc(NC(=O)c2cc3sc(Cl)cc3n2C)c1,·,·,·,0%,110%[activator],5,·
CCOC(=O)c1c(-c2ccc(OC)cc2)oc2ccc(OCc3ccc(Br)cc3)cc12,·,·,·,3%,85%[activator],-13,·
COCCCNC(=O)C(NC(=O)c1ccccc1)C1CCN(C(=O)C2CC2)CC1 (stereo unspecified),?,-6%,1%,6%,-6%,32,-12%
CC(C)CN1C(=O)c2cccn2CC1C(=O)NC1CCS(=O)(=O)C1 (stereo unspecified),i,-3%,i,-8%,7%,-1,i

# Part of the list above in another layout:
# Values run as follows: GPT2 inhibitor | FLuc inh | HEK cytotox | SNCA viab count | SNCA expr inh | IP6K1 inh | 3T3 cytotox
CCOC(=O)c1ccc(NC(=O)c2oc(=O)c3ccccc3c2-c2ccccc2)cc1
 : · | · | · | -8% | 12% | 8 | ·
Cc1ccc(CNC(=O)Cn2c(=O)cc(C(F)(F)F)c3c(C)nn(C)c32)cc1
 : · | · | · | 7% | 1% | 3 | ·
Cc1ccc(C)c(CN2C(=O)c3ccccc3S(=O)(=O)c3ccc(C(=O)OCC4CCCO4)cc32)c1 (stereo unspecified)
 : · | · | · | -8% | ? | 22 | ·
Cc1cccc(C(=O)NCN2CCN(c3ccccc3C#N)CC2)c1
 : i | · | · | -12% | 4% | · | ·
Cc1ccc(N2CC(NC(=O)c3cc4ccccc4o3)CC2=O)cc1 (stereo unspecified)
 : · | · | · | 5% | -16% | 3 | ·
COc1ccc(Cl)cc1NC(=O)Cn1c(=O)n(Cc2ccco2)c(=O)c2ccc(C(=O)NC3CCCC3)cc21
 : · | · | · | -11% | -15% | 3 | ·
Cc1ccc2c(=O)cc(C(=O)Nc3nnc(C)s3)oc2c1
 : · | · | · | 3% | 3% | -19 | ·
CC(=O)c1cccc(NC(=O)c2cc3sc(Cl)cc3n2C)c1
 : · | · | · | 0% | 110%[activator] | 5 | ·
CCOC(=O)c1c(-c2ccc(OC)cc2)oc2ccc(OCc3ccc(Br)cc3)cc12
 : · | · | · | 3% | 85%[activator] | -13 | ·
COCCCNC(=O)C(NC(=O)c1ccccc1)C1CCN(C(=O)C2CC2)CC1 (stereo unspecified)
 : ? | -6% | 1% | 6% | -6% | 32 | -12%
CC(C)CN1C(=O)c2cccn2CC1C(=O)NC1CCS(=O)(=O)C1 (stereo unspecified)
 : i | -3% | i | -8% | 7% | -1 | i

# Compound activity (PubChem BioAssay)

# Only part of the results is shown, so the mix of outcomes need not match the whole.
